# SMN2 splice up = enhancers of SMN2 splice variant expression; HEK293 SMN2-luciferase splicing reporter, luminescence, 30-36 h; Potency, µM (highest dose often 46.1 µM), inactives show top-dose activity change, positive = activation, hits mostly activators; 210,000 tested, 2.8% active; AID 1458; further: potency means the concentration at half of the fitted maximal effect; % of control where 0% means no effect; nearly all actives have a fitted effect of over 55% in size
#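 HEK293 cells carry an SMN2 […]–luciferase reporter in which exon 7 inclusion puts luciferase in frame. Cells were plated 10-12 h before compound addition, then incubated 30-36 h at 37C. ONE-Glo luminescence was read; sodium butyrate at 4.5 mM final served as control.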
# LMNA splice mod = LMNA splicing modulation; HeLa LMNA splicing GFP/RFP minigene ratio, 48 h; 200,000 tested, 0.01% active; Potency, µM (titrated, usually from 46.1 µM), without a hit: top-dose ratio change, negative = inhibition, usual class: inhibitors; active means well fitted inhibition curve with a large enough effect in the signal ratio, with a control signal flat, not every such curve was filed as active; inconclusive means small, poorly fitted or top-dose-only effect, or effect the other way, or a change in a side signal; the % refers to the signal ratio; further: potency means the concentration at half of the fitted maximal effect; on the % scale 0 is the no-effect control and ±100 the full control effect
#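 Read-out is the ratio of GFP to DsRed2 object intensity, acquired by 488 nm laser-scanning cytometry on HeLa lamin A-EGFP minigene reporter cells. Compound incubation 48 hrs at 37 °C in Opti-MEM with 2% FBS; DMSO 0.5% final.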
# IMPase Li cell = cell-permeable IMPase inhibitors with lithium potentiation | AID 1457 | 210,000 tested, 0.35% active | Potency, µM (top dose mostly 59.4 µM), inactives show at the highest dose activity, negative = IMPase inhibition, hits mostly inhibitors | CHO-M1 cells, IP1 TR-FRET (IP-One), carbachol + lithium;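 further: IP1 builds up when IMPase is blocked and the TR-FRET signal falls; potency means the concentration at half of the fitted maximal effect; plate controls were basal vehicle for no effect and high inhibitor control for full effect; nearly all actives have a fitted effect of over 50% in size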
#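 Readout is a homogeneous TR-FRET IP1 immunoassay (Ex 320, Em 665 and 620), where raised cytosolic IP1 lowers signal. Cells were CHO-M1 treated 30 min at 37C with test compounds plus a little lithium; AC50 values came from Hill-equation fitting.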
# Luc counter = blocks Kinase-Glo luciferase, a counter-screen artifact. Potency, µM (series often up to 38.3 µM), for the others: at the top dose activity change, negative = inhibition, usual class: inhibitors. Kinase-Glo luciferase, ATP luminescence, 8 min. 200,000 tested, 0.28% active. Q27757; further: potency means the concentration at half of the fitted maximal effect; on the % scale 0 is the no-effect control and ±100 the full control effect; nearly all actives have a fitted effect of over 60% in size
#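 Luminescence was the read-out, taken after 8-minute incubation at ambient temperature. Luciferase turned over luciferin with 10 uM ATP in imidazole pH 7.2 buffer containing KCl, MgCl2, Tween 20 and BSA.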
# CBFb RUNX1 block = inhibitors of human CBF-beta and RUNX1 interaction | AID 1477 | Potency, µM (titrated, usually from 59.8 µM), for the others: top-dose activity, negative = inhibition, hits mostly inhibitors | 230,000 tested, under 10 active | AlphaScreen CBFb-His/RUNX1-biotin binding, biochemical | Q01196+Q13951; further: % of control where 0% means no effect
# Target sequence (Q01196 whole entry, looked up): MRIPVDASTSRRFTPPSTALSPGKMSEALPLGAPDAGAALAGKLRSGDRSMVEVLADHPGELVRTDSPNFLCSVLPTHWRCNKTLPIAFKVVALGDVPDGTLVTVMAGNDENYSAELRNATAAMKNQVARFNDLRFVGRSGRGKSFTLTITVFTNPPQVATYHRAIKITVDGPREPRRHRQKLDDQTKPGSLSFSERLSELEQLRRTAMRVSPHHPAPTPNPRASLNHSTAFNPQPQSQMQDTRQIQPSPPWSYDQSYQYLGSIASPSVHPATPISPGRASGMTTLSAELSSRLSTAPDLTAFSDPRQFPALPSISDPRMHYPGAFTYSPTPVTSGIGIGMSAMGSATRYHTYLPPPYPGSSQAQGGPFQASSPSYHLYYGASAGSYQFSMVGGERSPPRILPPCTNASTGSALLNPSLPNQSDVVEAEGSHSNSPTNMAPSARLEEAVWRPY
# Target sequence (Q13951 whole entry, looked up): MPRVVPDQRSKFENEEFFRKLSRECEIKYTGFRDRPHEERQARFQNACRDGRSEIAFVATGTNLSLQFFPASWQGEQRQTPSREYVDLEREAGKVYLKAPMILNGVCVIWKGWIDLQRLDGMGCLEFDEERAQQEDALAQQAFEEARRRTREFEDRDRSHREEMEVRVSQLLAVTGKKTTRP
#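 Inhibition was taken as any reduction in AlphaScreen signal from the CBF-beta–RUNX1 pair (His and biotin tags, 30 nM each), measured after compound (15 min) and bead (90 min) incubations at room temperature.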
# HTT cytoprotect = protects HTT-Q103 PC12 cells, measured by ATP; PC12 HTT-Q103 induced, cytoprotection, ATP luminescence, 40 h; Potency, µM (doses to about 56.4 µM), without a hit: cytoprotection (ATP increase), usual class: activators; 230,000 tested, 0.14% active;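 further: potency means the concentration at half of the fitted maximal effect; % of control where 0% means no effect; nearly all actives have a fitted effect of over 45% in size; toxic huntingtin expression switched on by the ecdysone agonist tebufenozide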
#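 PC12 cells with ecdysone-inducible HTT exon 1 Q103-GFP, induced with 100 nM tebufenozide and co-treated with library compounds in a dose series (1536-well, 1500 cells/well). Cytoprotection read as ATP content by ATPlite luminescence.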
# HttQ103 aggreg = inhibitors of mutant huntingtin aggregate formation in PC12 cells. 220,000 tested, 1.1% active. Potency, µM (series often up to 46.1 µM), without a hit: at the highest dose activity change, negative = inhibition, actives largely listed as inhibitors. PC12 HttQ103-GFP aggregates, Acumen cytometry, 40 h; further: potency means the concentration at half of the fitted maximal effect; on the % scale 0 is the no-effect control and ±100 the full control effect; nearly all actives have a fitted effect of over 60% in size
#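 Inducible Q103 Huntingtin exon 1–GFP PC12 line, 1500 cells/well in phenol red free DMEM with 5% equine and 5% calf serum. Tebufenozide 100 nM induced expression; compounds titrated; aggregates quantified by cytometry.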
# * = called active by the depositor; ? = inconclusive; / = not tested or not shown; & = joins results of further samples; [ ] = dose if it differs, or a comment. Unless noted, the call rests on the fitted dose curve; in most records, active means well fitted curve in the direction sought with a large enough effect; inconclusive means small, poorly fitted or top-dose-only effect, or another doubt; inactive means no such curve, though single readings can be large; an effect the other way counts as inactive or inconclusive.
SMILES,SMN2 splice up,LMNA splice mod,IMPase Li cell,Luc counter,CBFb RUNX1 block,HTT cytoprotect,HttQ103 aggreg
Nn1c(SCc2cccc(Br)c2)nnc1-c1ccncc1,/,/,/,/,11%,1%[10 µM],14%[9.22 µM]
CC(C)(C)C(=O)NC1CCN(S(=O)(=O)c2ccccc2F)CC1,8%,-4%,0%[38.3 µM],0%,5%,-11%,9%
COc1ccc(CC(=O)NNc2ncnc3c2cnn3-c2ccccc2)cc1,2%,-7%,-1%,2%,4%,-10%[10 µM],6%
O=C(Nc1ccc(Cl)cc1)c1csc(-c2ccccc2)n1,-1%,-20%,6%,0%,5%,3%[10 µM],-15%
O=C(CSc1nc(Nc2ccccc2)nc(N2CCOCC2)n1)N1CCCC1,19%,-20%,25%[38.3 µM],0%,3%,?,-16%
Cc1[nH]c2ccccc2c1-c1nc2ccccc2[nH]1,16%,?,37%[activator][38.3 µM],-2%,0%,-10%,-20%
COc1cc(C(=O)NC2CCN(Cc3nnnn3Cc3ccc(F)cc3)CC2)cc(OC)c1OC,/,/,7%,0%,1%,-66%[inhibitor][10 µM],-4%[9.22 µM]
O=C(COC(=O)c1nc(Cl)ccc1Cl)c1ccc(Cl)s1,1%,-2%,-16%,3%,-15%,17%[10 µM],-11%
Cc1ccc(S(=O)(=O)NC(C)(C)CN2CCC(Cc3ccccc3)CC2)cc1,/,/,/,/,15%,-5%[10 µM],-6%[9.22 µM]
CC(C(=O)NCC1CCCCC1)N(C)Cc1ccc(Cl)cc1 (centres undefined),-8%,/,4%,-4%,3%,-43%[inhibitor],-1%
Cc1ccc(-c2nn(-c3cc(N4CCNCC4)ccc3[N+](=O)[O-])c(=O)c3ccccc23)cc1,-18%,?,8%,1%,-15%,-87%,2%[9.22 µM]
CCCn1c(SCC(=O)N2c3ccccc3CC2C)nnc1-c1ccco1 (centres undefined),-11%,-5%,-1%,1%,-4%,9%[10 µM],17%
O=C(NC1CCCCC1)c1ccc(CNc2c(N3CCOCC3)c(=O)c2=O)cc1,17%,3%,6%[38.3 µM],-4%,0%,-20%,-5%
O=C(O)c1ccc2cccnc2n1,9%,?,2%,-2%,-3%,-30%,-14%
COc1ccc(S(=O)(=O)N2CCN(C(=S)NC3CCCCC3)CC2)cc1,-11%,?,6%,2%,-6%,-8%,-15%
CCC(Sc1ncccc1C(=O)O)C(=O)N1CCCC1 (centres undefined),17%,2%,4%,1%,-13%,0%[0.074 µM],0%
S=c1[nH]ccn1-c1ccc(Cl)cc1,-12%,3%[46 µM],2%,-8%,-14%,0%[10 µM],4%
Cc1csc(NC(=O)c2ccccc2O)n1,2%,-10%,-13%[38.3 µM],-7%,8%,-83%[inhibitor][0.074 µM],?
CCOc1ccc2nc(NC(=O)CSc3nnc(-c4ccncc4)n3CC3CCCO3)sc2c1 (centres undefined),13%,27%,8%[38.3 µM],1%,-1%,-83%[inhibitor],16%
COc1cc(C(=O)Nc2nc3ccc(S(C)(=O)=O)cc3s2)cc(OC)c1C,/,?,/,/,-6%,34%[10 µM],1%[9.22 µM]
Cc1cc2c(OCC(O)CNC(C)(C)C)cccc2[nH]1 (centres undefined),-11%,0%,21%[38.3 µM],-4%,-3%,4%,1%
O=C(Nc1cccc(S(=O)(=O)NC2=NCCC2)c1)C1CC(=O)N(c2ccc3c(c2)OCCO3)C1 (centres undefined),2%,-22%[46 µM],8%,3%,-2%,-2%[10 µM],21%
CCOc1ccc(N2CC(C(=O)NCc3cccc(C)c3)CC2=O)cc1 (centres undefined),-15%,4%,-10%[38.3 µM],1%,2%,-27%,-7%
CCCCCN1C(C)=CC(=C(C#N)C#N)C=C1C,-7%,16%[46 µM],1%,-1%,3%,-15%,7%
c1ccc(-c2nn3c(-c4ccccc4)nnc3s2)cc1,-17%,?,-2%[38.3 µM],1%,0%,-4%,-3%
Cc1csc(/C(=N/OC(=O)c2ccco2)C(N)=O)n1,/,/,/,/,-1%,0%[10 µM],-6%[9.22 µM]
C=CCn1cc(C(=O)OC)c(=O)c2cc(S(=O)(=O)N(CC)CC)ccc21,-9%,6%,-9%[38.3 µM],-4%,1%,3%[10 µM],0%
COc1cccc2cc(/C(C)=N/NC(=O)c3ccco3)oc12,-1%,-8%[46 µM],4%,-4%,2%,-70%[inhibitor],-4%
CCOC(=O)c1cnc(-c2cccc(OC)c2)[nH]c1=O,-4%,-9%,-6%,3%,6%,-4%[10 µM],-14%
CSc1ccccc1NC(=O)CN(c1cc(C)cc(C)c1)S(C)(=O)=O,-8%,0%,5%[38.3 µM],-1%,-1%,5%,0%
c1ccc2c(N3CCOCC3)nc(-c3ccoc3)nc2c1,/,?,14%,/,/,-9%,/
COc1cc(/C=N/O)ccc1OCc1ccc([N+](=O)[O-])cc1,14µM*,21%,6%,2%,-13%,/,-2%
Nc1c2ccccc2nc2c(O)cccc12,-4%[20.6 µM],-3%,1%,2%[17.1 µM],23%[21.7 µM],?,/
CCCCc1c(C)nc2ccc(OC)cc2c1SCCC(=O)O,10%,9%,8%[38.3 µM],0%,21%,-9%,0%
COC(=O)C1=C(C)N(Cc2cccnc2)C(=O)/C1=C\c1sccc1C,/,-15%[46 µM],9%,-1%,-23%,-7%[10 µM],-15%[9.22 µM]
Oc1cc(O)cc(/C=C/c2ccc(O)c(O)c2)c1,32µM*,?,17%&20%&20%&65%,?,?,-290%&-160%&-95%[inhibitor],/
Cc1ccc(Nc2ncnc3ccccc23)cc1,/,3%[46 µM],9%,-6%,9%,-4%[10 µM],-8%[9.22 µM]
CC(C)n1nnnc1SCC(=O)Nc1ccc2c(c1)OCCO2,/,/,/,/,21%,33%[10 µM],-16%[9.22 µM]
COc1ccccc1CC(=O)NCCc1ccc(S(N)(=O)=O)cc1,-12%,-5%,8%,3%,-2%,19%[10 µM],-28%
COc1ccc(C2SCC(=O)N2c2c(C)n(C)n(-c3ccccc3)c2=O)cc1 (centres undefined),3%,-1%,-17%[38.3 µM],-3%,3%,1%,-6%

# As a working copy, part of the list above.
SMILES,SMN2 splice up,LMNA splice mod,IMPase Li cell,Luc counter,CBFb RUNX1 block,HTT cytoprotect,HttQ103 aggreg
O=C(NC1CCCCC1)c1ccc(CNc2c(N3CCOCC3)c(=O)c2=O)cc1,17%,3%,6%[38.3 µM],-4%,0%,-20%,-5%
O=C(O)c1ccc2cccnc2n1,9%,?,2%,-2%,-3%,-30%,-14%
COc1ccc(S(=O)(=O)N2CCN(C(=S)NC3CCCCC3)CC2)cc1,-11%,?,6%,2%,-6%,-8%,-15%
CCC(Sc1ncccc1C(=O)O)C(=O)N1CCCC1 (centres undefined),17%,2%,4%,1%,-13%,0%[0.074 µM],0%
S=c1[nH]ccn1-c1ccc(Cl)cc1,-12%,3%[46 µM],2%,-8%,-14%,0%[10 µM],4%
Cc1csc(NC(=O)c2ccccc2O)n1,2%,-10%,-13%[38.3 µM],-7%,8%,-83%[inhibitor][0.074 µM],?
CCOc1ccc2nc(NC(=O)CSc3nnc(-c4ccncc4)n3CC3CCCO3)sc2c1 (centres undefined),13%,27%,8%[38.3 µM],1%,-1%,-83%[inhibitor],16%
COc1cc(C(=O)Nc2nc3ccc(S(C)(=O)=O)cc3s2)cc(OC)c1C,/,?,/,/,-6%,34%[10 µM],1%[9.22 µM]
Cc1cc2c(OCC(O)CNC(C)(C)C)cccc2[nH]1 (centres undefined),-11%,0%,21%[38.3 µM],-4%,-3%,4%,1%
O=C(Nc1cccc(S(=O)(=O)NC2=NCCC2)c1)C1CC(=O)N(c2ccc3c(c2)OCCO3)C1 (centres undefined),2%,-22%[46 µM],8%,3%,-2%,-2%[10 µM],21%

# Going on with the list.
SMILES,SMN2 splice up,LMNA splice mod,IMPase Li cell,Luc counter,CBFb RUNX1 block,HTT cytoprotect,HttQ103 aggreg
CCNC(=O)COC(=O)c1cc(-c2ccco2)nc2ccccc12,/,9%[46 µM],/,/,?,-3%[10 µM],-9%[9.22 µM]
CCOc1ccc(NC(=O)NC2CCOC(C)(C)C2)cc1 (centres undefined),/,7%,/,/,4%,-3%,3%
CC1(C)Cc2c(sc(/N=C/N3CCCCC3)c2C#N)C(C)(C)N1,17%,-5%,15%[38.3 µM],17%,2%,-7%,19%
CCOC(=O)C1CCN(C(=O)Cc2ccc(C)cc2)CC1,2%,7%,19%[38.3 µM],1%,-3%,4%,18%[9.22 µM]
Cc1ccc(/C([O-])=C(/C(=S)Nc2ccc(SC(F)F)cc2)[n+]2ccccc2)cc1[N+](=O)[O-],-73%[inhibitor],-5%[46 µM],11%,-4%,-23%,-5%[10 µM],-25%
CC1CCCN(CCCOc2ccccc2-c2ccccc2)C1 (centres undefined),-20%,-19%[46 µM],16%,3%,2%,-18%,-7%
CCOC(=O)C1CCN(C(=O)Cn2cccc2C(=O)c2ccccc2)CC1,-3%,8%,21%[38.3 µM],-4%,3%,-2%,2%
CC(C)(C)c1ccc(C(=O)CS(=O)(=O)c2ccccc2)cc1,3%,-5%,-25%[38.3 µM],-1%,2%,-3%,3%
CCn1c(-c2cccc(Cl)c2)n[nH]c1=S,-20%,6%,-27%[38.3 µM],-3%,-3%,-12%,14%
COC(=O)c1ccc(C(/C=C/[C@@H](C)C(=O)N(C)Cc2ccccc2)NC(=O)OCc2ccccc2)cc1 (some centres undefined),1%,/,4%,-4%,19%,8%,/
CCOc1ccc(N(CC(=O)NC2CCCC2)C(=O)CCCC(=O)Nc2ccccn2)cc1,14%,2%,18%[38.3 µM],-2%,2%,2%,10%
COc1ccc(C2CC(c3ccccc3)=NN2C(=O)COC(=O)COc2ccccc2)cc1 (centres undefined),11%,-17%[46 µM],6%,2%,8%,-1%,24%
COC(c1ccccc1)c1nnc(CCC(=O)N(C)Cc2cccc(-n3cccn3)c2)o1 (centres undefined),/,?,12%,-3%,-6%,1%[10 µM],2%[9.22 µM]
C/C(=N\NC(=O)COc1ccc(C#N)cc1)c1ccc(N2CCOCC2)cc1,?,-9%,10%,-4%,2%,-36%[10 µM],14%
CC(C)OC(=O)CCC(=O)Nc1nc2ccccc2s1,5%,-5%,-2%[38.3 µM],-2%,2%,0%[10 µM],3%

# Screening results: PubChem BioAssay, National Center for Advancing Translational Sciences (NCATS)
